Bioassay records deposited in PubChem BioAssay by National Center for Advancing Translational Sciences (NCATS).
Pin1 inhibitor = inhibitors of human Pin1. Q13526. Pin1 FP peptide displacement, HiFluor488, 10 min. Potency, µM (doses to about 115 µM), for the others: top-dose activity, negative = inhibition, most hits filed as inhibitors. 390,000 compounds, 0.009% hits. AID 504891; active means well fitted inhibition curve with a large enough effect in the polarisation, with a control signal flat, not every such curve was filed as active; inconclusive means small, poorly fitted or top-dose-only effect, or effect the other way, or a change in a side signal; inactive means no such curve, though single readings can be large or run the other way; the % refers to the polarisation; further: on the % scale 0 is the no-effect control and ±100 the full control effect
Pol iota inh = DNA polymerase iota (human) inhibition; Q9UNA4; Pol iota fluorescent replication assay, 10 min; Potency, µM (doses to about 115 µM), for the others: at the top dose activity, negative = inhibition, actives largely listed as inhibitors; 390,000 compounds, 1% hits
Target sequence (Q9UNA4 whole entry, looked up): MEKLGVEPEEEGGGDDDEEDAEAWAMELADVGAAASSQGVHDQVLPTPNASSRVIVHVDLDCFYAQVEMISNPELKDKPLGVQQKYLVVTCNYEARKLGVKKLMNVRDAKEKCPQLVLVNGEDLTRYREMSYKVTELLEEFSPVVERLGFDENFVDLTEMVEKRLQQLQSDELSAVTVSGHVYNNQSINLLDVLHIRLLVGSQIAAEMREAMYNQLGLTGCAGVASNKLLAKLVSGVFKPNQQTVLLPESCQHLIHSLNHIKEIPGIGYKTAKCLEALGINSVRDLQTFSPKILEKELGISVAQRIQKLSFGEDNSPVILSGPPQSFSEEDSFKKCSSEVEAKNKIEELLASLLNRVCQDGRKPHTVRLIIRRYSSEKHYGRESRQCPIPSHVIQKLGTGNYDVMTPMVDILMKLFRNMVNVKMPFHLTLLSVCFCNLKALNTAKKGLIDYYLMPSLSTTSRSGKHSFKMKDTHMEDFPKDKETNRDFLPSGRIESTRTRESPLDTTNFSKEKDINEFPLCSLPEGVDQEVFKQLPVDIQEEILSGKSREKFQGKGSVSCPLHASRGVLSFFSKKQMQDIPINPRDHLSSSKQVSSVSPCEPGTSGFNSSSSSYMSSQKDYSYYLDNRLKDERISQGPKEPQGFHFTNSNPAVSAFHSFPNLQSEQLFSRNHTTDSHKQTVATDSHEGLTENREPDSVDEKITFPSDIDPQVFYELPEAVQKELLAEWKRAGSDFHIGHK
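Fluorescent replication assay read twice, at 0 min and 10 min after adding 50 nM (final) substrate. Enzyme (10 nM) and compounds were first incubated 15 min at room temperature; enzyme-free buffer wells were negative controls.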
JMJD2A Tudor = inhibitors of human JMJD2A Tudor domain; O75164; Potency, µM (doses to about 114 µM), for inactives: at the top dose activity change, negative = inhibition, hits mostly inhibitors; AlphaScreen JMJD2A-Tudor / H3K4me3 peptide binding; 390,000 compounds, 4.4% hits; AID 504339; further: on the % scale 0 is the no-effect control and ±100 the full control effect; nearly all actives have a fitted effect of over 50% in size
BLM helicase inh = blocks DNA unwinding by human BLM helicase; P54132; recombinant BLM DNA unwinding, fluorescence dequenching; Potency, µM (highest dose often 56.1 µM), for inactives: at the highest dose activity change, negative = inhibition, hits mostly inhibitors; 350,000 compounds, 0.2% hits; AID 2528;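 further: plate controls were vehicle for no effect and no enzyme for full effect; nearly all actives have a fitted effect of over 35% in size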
PGK inhibitor = blocks T. brucei phosphoglycerate kinase; PGK/GAPDH coupled, Kinase-Glo luminescence, 60 min; 380,000 compounds, 0.043% hits; Potency, µM (doses to about 57.5 µM), for inactives: top-dose activity change, negative = inhibition, hits mostly inhibitors; P07378; AID 602233; further: on the % scale 0 is the no-effect control and ±100 the full control effect; nearly all actives have a fitted effect of over 60% in size
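Recombinant glycosomal PGK reaction used 1,3-bisphosphoglycerate generated in-well by GAPDH (100nM final) in 100mM TEA pH 7.6, 5mM MgCl2, 0.01% Tween-20. After 60 minutes at room temperature, ATP was read by Kinase-Glo Plus luminescence end-point.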
BAZ2B inh = inhibitors of human BAZ2B bromodomain. Potency, µM (doses to about 114 µM), for the others: top-dose activity change, negative = inhibition, hits mostly inhibitors. Q9UIF8. AID 504333. 360,000 compounds, 4.4% hits. AlphaScreen BAZ2B-H3K14Ac peptide displacement; further: on the % scale 0 is the no-effect control and ±100 the full control effect; nearly all actives have a fitted effect of over 60% in size
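AlphaScreen luminescence quantifies BAZ2B engagement of H3K14Ac peptide; the protein and biotinylated peptide are both at 50 nM final, buffer PBS pH 7.4 with 0.01% Tween-20, all steps at room temperature.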
HP1b chromo inh = blocks HP1-beta chromodomain binding to methylated histone tails | P83916 | AlphaScreen HP1-beta / biotin-H3K9me3 peptide binding | Potency, µM (doses to about 114 µM), without a hit: at the top dose activity change, negative = inhibition, usual class: inhibitors | 390,000 compounds, 0.56% hits; further: nearly all actives have a fitted effect of over 70% in size; inactives centre near 23
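Compound inhibition of the preformed complex between 50 nM HP1-beta and 50 nM biotinylated H3K9me3 peptide was read by AlphaScreen. Buffer was PBS pH 7.4 with 0.01% Tween-20. Incubations ran 30 min at room temperature, with 10 ug/mL donor/acceptor beads.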
G9a inh = blocks human histone lysine methyltransferase G9a | 350,000 compounds, 8.8% hits | G9a H3K9 monomethylation, AlphaScreen, 2 h | Q96KQ7 | AID 504332 | Potency, µM (highest dose often 102 µM), for the others: top-dose activity, negative = inhibition, hits mostly inhibitors; further: on the % scale 0 is the no-effect control and ±100 the full control effect; nearly all actives have a fitted effect of over 75% in size
Target sequence (Q96KQ7 913-1193 limits assumed): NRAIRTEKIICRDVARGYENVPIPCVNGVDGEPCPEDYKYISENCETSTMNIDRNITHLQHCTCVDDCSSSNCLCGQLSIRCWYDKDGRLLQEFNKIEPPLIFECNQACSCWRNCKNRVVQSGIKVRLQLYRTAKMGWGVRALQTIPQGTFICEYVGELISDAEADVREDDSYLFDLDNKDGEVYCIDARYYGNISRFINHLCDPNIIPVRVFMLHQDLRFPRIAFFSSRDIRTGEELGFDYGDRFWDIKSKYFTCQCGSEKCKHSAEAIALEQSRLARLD
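AlphaScreen read-out: biotin-H3K9 peptide (500 nM) methylation by 20 nM enzyme with 20 uM SAM, 2 h at room temperature after 15 min compound preincubation; anti-monomethyl H3K9 antibody plus donor/acceptor beads, 10 min dark.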
GLS inh = blocks human kidney-isoform glutaminase activity; O94925; GLS enzymatic activity, qHTS titration; Potency, µM (titrated, usually from 45.5 µM), inactives show top-dose activity change, negative = inhibition, usual class: inhibitors; 410,000 compounds, 0.21% hits; further: on the % scale 0 is the no-effect control and ±100 the full control effect
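Human kidney-isoform GLS in 45 mM KH2PO4 pH 8.2, 0.02% Tween-20, with compound, started with 1mM L-Glutamine (added stock). Glutamate oxidase/HRP/Amplex red coupled fluorescence read at start and after 30 min at RT.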
* marks the source's active call; other numbers are inactive results; i = inactive; ? = inconclusive; . = no result given; & = joins results of further samples; [ ] = remark or other dose. Unless noted, the call rests on the fitted dose curve; in most records, active means well fitted curve in the direction sought with a large enough effect; inconclusive means small, poorly fitted or top-dose-only effect, or another doubt; inactive means no such curve, though single readings can be large; an effect the other way counts as inactive or inconclusive. Potency means the concentration at half of the fitted maximal effect.

Pin1 inhibitor	Pol iota inh	JMJD2A Tudor	BLM helicase inh	PGK inhibitor	BAZ2B inh	HP1b chromo inh	G9a inh	GLS inh	smiles
-1%	-11%	-12%	-6%	-5%	0%	4%	-42%	23%	Nc1cc(N)nc(SCCOc2ccccc2)n1
0%	6%	-4%	5%	1%	2%	26%	27%[59 µM]	8%	Cc1nnc(SCC(=O)NNC(=O)C(C)C)[nH]c1=O
33%[activator]	-23%	?	3%	-8%	?	?	-9%[59 µM]	0%	COc1ccc(Nc2c3c(nc4ccccc24)CCCC3)cc1OC
4%	21%	7%	2%	-5%	9%	28%	-44%	-1%	CC(C)OC(=O)c1c(N)n(CCCN2CCOCC2)c2nc3ccccc3nc12
-12%	?	?	-5%	-9%	?	-29%	?	5%	Cc1cc(C)c2c(c1)/C(=C/C(=O)c1ccc(Br)s1)C(=O)N2
3%	7%	-3%	-8%	-5%	0%	21%	31%[59 µM]	2%	CC(C)(C)c1nnc(NC(=O)Nc2ccc(Cl)cc2)s1
.	-23%	-19%	-2%	-16%	-32%	32%	?	-10%	Cc1ccc(Cl)cc1N1CCN(C(=O)Cc2c(C(=O)O)[nH]c3ccc(Cl)cc23)CC1
0%	-16%	-8%	-1%	.	6%	58%[activator]	1%	-6%	Brc1ccsc1-c1csc(-c2ccncc2)n1
2%	?	?	-11%	-6%	?	5%	-5%[59 µM]	5%	Cc1cc(=O)oc2cc(OCC(=O)Nc3ccc(O)c(C(=O)O)c3)ccc12
-5%	1%	-7%	-1%	-1%	-1%	32%	18%[59 µM]	5%	Cc1cccc(C)c1NC(=O)CN1N=NC2C(=O)N(c3cccc(Cl)c3)C(=O)C21 (configuration not stated)
-6%	26%	-3%	1%	7%	-16%	28%	4%	0%	Cc1ccnc(NC(=O)c2cccc([N+](=O)[O-])c2C)c1
1%	4%	-2%	1%	3%	-1%	15%	.	2%	CCCOC1CCCN(C(=O)CCc2nnc(-c3ccc4c(c3)OCO4)o2)C1 (configuration not stated)
-2%	18%	-10%	-3%	i	-5%	40%[activator]	-10%	-1%	Cc1ccc(S(=O)(=O)Nc2cccc(Cl)c2)cc1NC(=O)c1cccnc1
3%	4%	4%	0%	i	1%	39%	.	1%	Cc1cccc(CC(C)NC(=O)CCc2nnc(-c3ccccc3)o2)n1 (configuration not stated)
-3%	124%[activator]	-10%	2%	-5%	-13%	1%	5%	2%	O=C(N1CCCC1)C12CC3CCC(CC(C3)C1)C2
1%	?	-15%	-2%	-8%	-14%	-12%	1%	10%	COc1ccccc1NC(=O)C12CCC(C)(C(=O)C1)C2(C)C (configuration not stated)
35%[activator]	-6%	-11%	-7%	10%	-9%	13%	-36%[59 µM]	-2%	CCOc1ccc(CNC(=O)C2CCN(C3=NS(=O)(=O)C(c4ccc(C)cc4)=C3CC)CC2)cc1
0%	-8%	?	0%	-6%	?	-10%	10µM*	8%	CN1CCN(c2ccc([N+](=O)[O-])c(Sc3nc4ccccc4[nH]3)c2)CC1
0%	86%[activator]	-5%	-6%	i	-24%	32%	?	-5%	Cc1cccc(C)c1OCC(=O)Nc1ccncc1
3%	16%	5%	-10%	-10%	1%	32%	4%[59 µM]	-10%	COc1cccc(Cn2c(=O)n(-c3ccc(C)c(F)c3)c(=O)c3sc4ccccc4c32)c1
-2%	-26%	2%	0%	-6%	-7%	39%[activator]	79µM*	-9%	C=CC[n+]1c(/C=C/c2ccc(OC(C)=O)c(OC)c2)ccc2ccccc21
3%	-13%	-14%	-4%	0%	1%	28%	0%	6%	COc1ccc(OC)c(S(=O)(=O)N(C)CC(=O)N2CCOCC2)c1
0%	-6%	-12%	-2%	-4%	5%	58%[activator]	14%	-6%	Cc1ccc(S(=O)(=O)N2CCC(=O)N(C(COCc3ccccc3)C(C)C)CC2)cc1 (configuration not stated)
-8%	-12%	-19%	-5%	-1%	?	3%	?	-16%	CC(C)c1ccc(NC(=O)Cc2cn(C)c3ccccc23)cc1
-10%	-22%	-4%	-3%	-3%	2%	6%	?	0%	CN(C(=O)c1ccco1)c1nnc(-c2ccc(F)cc2)s1

The results go on.
Pin1 inhibitor	Pol iota inh	JMJD2A Tudor	BLM helicase inh	PGK inhibitor	BAZ2B inh	HP1b chromo inh	G9a inh	GLS inh	smiles
-6%	0%	-5%	.	3%	9%	38%	-9%[59 µM]	7%	O=C(COC(=O)c1ncc(Cl)c(Cl)c1Cl)NCc1ccccc1
-2%	21%	0%	.	-10%	.	14%	.	-2%	CN(C)CC(C)(C)CNc1ccc(S(=O)(=O)N2CCCC2)cn1
?	23%	-17%	.	4%	.	-12%	.	-11%	COc1ccc(C=CC(=O)c2ccc([N+](=O)[O-])cc2)cc1
-14%	18%	-34%	-12%	-9%	.	3%	?	4%	COc1ccc(-c2nn(C)c3sc(C(=O)N4CCN(c5ccccc5F)CC4)cc23)cc1OC
?	177%[activator]	-18%	0%	-10%	-8%	-10%	50µM*	-21%	COc1ccc2c(/C=C/c3cc[n+](C)cc3)c[nH]c2c1
1%	-5%	0.89µM*	-10%	-3%	?	?	8.9µM*	-4%	C=CCc1ccccc1OCCNCc1ccccc1
-14%	-8%	-11%	.	-8%	.	24%	.	-9%	COC(=O)C1C(OC)=CC(=O)C2CCCCC21 (configuration not stated)
8%	-6%	-11%	.	3%	11%	34%	-4%[2.33 µM]	3%	O=C(O)CC1c2ccccc2C=Cc2ccccc21
3%	28%	?	.	8%	-38%	-8%	50µM*	24%	O=C(Nc1ccccc1N1CCCC1)C1CCN(S(=O)(=O)c2ccccc2)CC1
7%	12%	-10%[11.4 µM]	-4%	i	-9%	-4%	2%	66%[activator]	CCOC(=O)c1cc(-c2cccnc2)nn1-c1ccccc1C
-7%	53%[activator]	-11%	-3%	i	-4%	19%	5%	14%	Cc1[nH]n2c(=O)c3c(nc2c1-c1ccc(F)cc1)CCCC3
-13%	146%[activator]	-15%	-4%	4%	5%	12%	-3%	2%	Cc1nnc(SCC(=O)N2CCCC2)n(N)c1=O
-3%	47%[activator]	-2%	.	8%	3%	14%	?	-4%	COc1ccccc1N1CCN(S(=O)(=O)CCNC(=O)CC2CCCCC2)CC1
-9%&-2%	21%&20%	1%	-3%	2%	-33%	31%	-27%[59 µM]	4%	CC(C)Nc1nc(C#N)nc(NC(C)C)n1
6%	-22%	-22%	-10%	-4%	-34%	33%	-33%	1%	O=C(O)c1ccccc1C(=O)c1ccc2c(c1)N(Cc1ccc(Cl)c(Cl)c1)C(=O)CO2
-6%	14%	0%	3%	2%	-1%	23%	-3%	28%	O=C(O)c1cccc(NCc2cccnc2)c1
?	11µM*	40µM*	-24%	i	40µM*	?	.	59%[activator]	O=C(COc1cccnc1[N+](=O)[O-])c1ccc(Cl)s1
2%	110%[activator]	-8%	2%	7%	-22%	-2%	-30%	44%[activator]	Cc1ccc(C(=O)N/C(=C\c2ccco2)C(=O)NCCN2CCCCC2)cc1C
-6%	37%[activator]	-13%	-2%	-1%	-16%	4%	7%	0%	CCOC(=O)c1cc(C)[nH]c1C
-1%	21%	1%	-3%	i	2%	21%	15%	-17%	N#CCc1ccc(OC(=O)c2cccnc2)cc1
-3%	4%	4%[57.1 µM]	-3%	i	-21%	49%[activator]	-16%	9%	CN(C)C(=S)Nc1ccc([N+](=O)[O-])cc1
9%	-8%	-2%	-1%	-1%	-4%	86%[activator]	8%[59 µM]	-1%	O=C(c1ccc(Cl)cc1)n1nc(-c2cccnc2)nc1NCc1ccc(F)cc1
2%	104%[activator]	1%	-8%	0%	-8%	31%	-8%	10%	COc1ccc(OC(C)C(=O)N(C)Cc2nc(-c3ccccc3)no2)cc1 (configuration not stated)
5%	5%	-8%[57.1 µM]	-17%	2%	-4%	56%[activator]	10µM*	-2%	COC(=O)c1ccc(NC(=O)CSCC(=O)OCC(=O)c2ccc(Br)cc2)cc1
1%	18%	-17%	0%	i	3%	5%	-8%	-17%	Cc1ccc2cc3cc(C(=O)N4CCN(Cc5ccccc5)CC4)sc3nc2c1

(further entries)
Pin1 inhibitor	Pol iota inh	JMJD2A Tudor	BLM helicase inh	PGK inhibitor	BAZ2B inh	HP1b chromo inh	G9a inh	GLS inh	smiles
-8%	-16%	-27%	.	0%	.	23%	.	-8%	COC(=O)[C@@]12CCCN1[C@H](c1ccc(-c3ccc4c(c3)OCO4)cc1)[C@H]1C(=O)N(C)C(=O)[C@H]12
0%	20%	-24%	-2%	-1%	-36%	-2%	?	-2%	CCOc1ccccc1Nc1sc(C(=O)c2ccccc2)c(N)c1C(=O)Nc1ccc(F)cc1
2%	11%	-14%	1%	-7%	-4%	19%	-7%[59 µM]	3%	CCOC(=O)N1CCN(C(=O)c2cccn3c(=O)c4sccc4nc23)CC1
-8%	36%[activator]	-10%	.	-7%	7%	8%	50µM*	-1%	CC(Sc1nnc(N)s1)C(=O)c1c(N)n(C)c(=O)n(C)c1=O (configuration not stated)

Profiles, quoted from the list. Values in the order: Pin1 inhibitor	Pol iota inh	JMJD2A Tudor	BLM helicase inh	PGK inhibitor	BAZ2B inh	HP1b chromo inh	G9a inh	GLS inh
CCOC(=O)c1cc(C)[nH]c1C is entered as -6%	37%[activator]	-13%	-2%	-1%	-16%	4%	7%	0%
Cc1cccc(CC(C)NC(=O)CCc2nnc(-c3ccccc3)o2)n1 (configuration not stated) is entered as 3%	4%	4%	0%	i	1%	39%	.	1%

Fetched one by one from the entries so far:
Pin1 inhibitor	Pol iota inh	JMJD2A Tudor	BLM helicase inh	PGK inhibitor	BAZ2B inh	HP1b chromo inh	G9a inh	GLS inh	smiles
1%	18%	-17%	0%	i	3%	5%	-8%	-17%	Cc1ccc2cc3cc(C(=O)N4CCN(Cc5ccccc5)CC4)sc3nc2c1
4%	21%	7%	2%	-5%	9%	28%	-44%	-1%	CC(C)OC(=O)c1c(N)n(CCCN2CCOCC2)c2nc3ccccc3nc12

Not all compounds are listed; rates above refer to the full screens.
